Source: PubChem
hgDAF12 agonist: H. glycines DAF-12 receptor agonists, primary screen, cell-based, luminescence, HEK293, GAL4 fusion, UAS-luciferase | HEK293 GAL4-hgDAF12 UAS-luciferase reporter, agonist luminescence; normalized to butyrate control | activation, % at 6.8 µM | 1.8% of 370,000 active | Nuclear hormone receptor DAF-12 (Heterodera glycines), GAL4 fusion;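 active = activation above a cutoff set at the mean of all screened compounds plus 3 SD, cut at about 10% in these data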;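 note: 0% = DMSO wells and 100% = sodium butyrate wells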
ADAM17 inh: ADAM17 inhibitors, primary screen, biochemical, QFRET; recombinant ADAM17, EDANS/DABCYL FRET peptide cleavage; inhibition, % at 6.95 µM; AID 720648, 2013; 0.83% of 370,000 active;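 active = inhibition above the mean of compounds lying between control limits plus 3 SD, set per campaign, cut at about 8.5% in these data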;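 note: 0% = DMSO-only wells as the low control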
PLCg1 inh: PLC-gamma1 enzyme inhibitors, primary screen, biochemical, fluorescence, purified enzyme | 1-phosphatidylinositol 4,5-bisphosphate phosphodiesterase gamma-1 (Homo sapiens), P19174 | fluorogenic substrate | inhibition, % at 12.2 µM | 0.84% of 370,000 active | AID 720700, 2013; in the data active = inhibition above about 9.5%
PLCb3 inh: human PLC-beta3 inhibitors, primary screen, biochemical, fluorescence. 1-phosphatidylinositol 4,5-bisphosphate phosphodiesterase beta-3 (Homo sapiens), Q01970. inhibition, % at 12.2 µM. 0.18% of 370,000 active. Purified PLC-beta3, fluorogenic substrate; in the data active = inhibition above about 11%;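 note: 0% = median of compound wells on plate and 100% = full blocker control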
Target sequence (Q01970 whole entry, looked up): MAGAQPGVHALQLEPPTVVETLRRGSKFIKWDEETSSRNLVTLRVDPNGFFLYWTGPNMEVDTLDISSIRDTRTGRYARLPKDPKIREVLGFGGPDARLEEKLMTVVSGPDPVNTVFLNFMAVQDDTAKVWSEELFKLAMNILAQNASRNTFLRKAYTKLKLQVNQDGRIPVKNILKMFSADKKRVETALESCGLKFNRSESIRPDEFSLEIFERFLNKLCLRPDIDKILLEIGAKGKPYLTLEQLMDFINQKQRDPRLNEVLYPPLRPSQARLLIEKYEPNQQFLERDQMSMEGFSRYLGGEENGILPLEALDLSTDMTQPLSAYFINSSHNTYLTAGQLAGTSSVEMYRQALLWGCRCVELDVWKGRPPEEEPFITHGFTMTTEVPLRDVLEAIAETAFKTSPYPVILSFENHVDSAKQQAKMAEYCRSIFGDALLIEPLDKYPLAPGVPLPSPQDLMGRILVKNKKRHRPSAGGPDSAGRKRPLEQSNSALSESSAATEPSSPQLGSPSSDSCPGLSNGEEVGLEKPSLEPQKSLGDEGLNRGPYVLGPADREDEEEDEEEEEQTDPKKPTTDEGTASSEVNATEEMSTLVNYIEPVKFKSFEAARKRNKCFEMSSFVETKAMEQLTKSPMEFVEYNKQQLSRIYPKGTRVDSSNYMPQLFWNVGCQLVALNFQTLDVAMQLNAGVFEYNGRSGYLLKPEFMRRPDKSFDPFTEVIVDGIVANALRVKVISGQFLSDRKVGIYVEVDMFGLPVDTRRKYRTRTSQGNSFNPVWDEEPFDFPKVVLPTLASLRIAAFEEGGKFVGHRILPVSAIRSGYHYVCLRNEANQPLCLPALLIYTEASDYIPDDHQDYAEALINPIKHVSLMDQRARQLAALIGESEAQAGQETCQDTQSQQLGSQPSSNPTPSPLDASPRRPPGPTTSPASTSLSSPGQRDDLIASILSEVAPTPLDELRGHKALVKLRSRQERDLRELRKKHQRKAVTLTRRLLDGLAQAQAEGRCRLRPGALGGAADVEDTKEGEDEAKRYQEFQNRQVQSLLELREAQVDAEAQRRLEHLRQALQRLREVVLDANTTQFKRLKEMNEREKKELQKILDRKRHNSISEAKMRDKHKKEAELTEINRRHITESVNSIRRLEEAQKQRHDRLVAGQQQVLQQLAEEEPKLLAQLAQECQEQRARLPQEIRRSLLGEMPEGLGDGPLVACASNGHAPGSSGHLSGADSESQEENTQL
NR1D1 modulator: modulators of Rev-erb alpha DNA binding, primary screen, biochemical, FITC-DNA, fluorescence polarization, uHTS; Rev-erbα–FITC-DNA binding, 90 min; activity, % at 10 µM; 0.79% of 370,000 active; Nuclear receptor subfamily 1 group D member 1 (Homo sapiens), P20393; AID 1259318, 2017;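 active = activity above about 14%, limit read from the data; passing the limit was not always enough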;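 note: 0% = DMSO wells with 35 nM protein and 100% = DMSO wells with 750 nM protein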
hcDAF12 agonist: H. contortus DAF-12 nuclear receptor activators, primary screen, cell-based, luminescence, HEK293, lit1-tk-luc reporter; activation, % at 6.8 µM; HEK293 hcDAF-12 lit1-tk-luc reporter; 0% DMSO, 100% Δ7-dafachronic acid; 1.4% of 370,000 active;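 active = activation above the mean of all tested compounds plus 3 SD, cut at about 5.5% in these data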;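 note: 100% = response to 3 µM Δ7-dafachronic acid high control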
SMARCA2 act: SMARCA2 (BRM) function activators, primary screen, cell-based, luminescence, high throughput | MG213 cells, MMTV-luciferase reporter, dexamethasone, overnight | activation, % at 9.1 µM | 1% of 370,000 active; in the data active = activation above about 7.8%;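 note: 0% = vehicle wells and 100% = reference activator wells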
DAX1 inh-1: DAX1 (NR0B1) inhibitors, primary screen, cell-based, HEK293, Gal4-DAX1, luciferase luminescence | Nuclear receptor subfamily 0 group B member 1 (Homo sapiens), P51843 | HEK293 Gal4-DAX1 luciferase reporter | inhibition, % at 6.75 µM | 0.99% of 340,000 active | AID 504766, 2011;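 active = inhibition above the mean over all tested compounds plus 3 SD, cut at about 4.2% in these data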;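 note: 0% = DAX1-transfected cells with DMSO and 100% = empty-vector control cells with DMSO; inhibition shows as a rise in luminescence from relieved DAX1 repression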
DAX1 inh-2: DAX1 (NR0B1) inhibitors on StAR promoter, primary screen, cell-based, luminescence, SF-1 (NR5A1), full-length DAX-1. AID 652010, 2013. inhibition, % at 6.8 µM. HEK293T StAR-luciferase reporter, SF-1/DAX-1 repression relief. 1.1% of 370,000 active;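 active = inhibition above the mean over all tested compounds plus 3 SD, cut at about 3.6% in these data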;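 note: 0% = DAX-1 cells with DMSO and 100% = cells lacking DAX-1 with DMSO; higher inhibition means more luminescence from relief of DAX-1 repression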
ssDAF-12 act: S. stercoralis DAF-12 nuclear receptor activators, primary screen, cell-based, luminescence, HEK293, GRIP1 co-expression, lit1-tk-luc; Nuclear hormone receptor DAF-12 (Strongyloides stercoralis); HEK293 ssDAF-12/GRIP1 lit1-tk-luc reporter; % of 3 µM dafachronic acid response; activation, % at 6.8 µM; 1% of 370,000 active; AID 652126, 2013;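 active = activation above the mean over all tested compounds plus 3 SD, cut at about 0.9% in these data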;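 note: 0% = DMSO-only wells and 100% = 3 µM delta7-dafachronic acid wells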
MBD2 inh: inhibitors of MBD2 binding to methylated DNA, primary screen, biochemical, TR-FRET, DNA-binding domain, human; Methyl-CpG-binding domain protein 2 (Homo sapiens), Q9UBB5; MBD2 binding to methylated oligonucleotide; inhibition, % at 4.4 µM; 0.31% of 370,000 active; AID 686964, 2013; in the data active = inhibition above about 13%
* hit, by the source's call; · = not tested or not shown. The order is random; overall some 7.4% were active at least once.

SMILES	hgDAF12 agonist	ADAM17 inh	PLCg1 inh	PLCb3 inh	NR1D1 modulator	hcDAF12 agonist	SMARCA2 act	DAX1 inh-1	DAX1 inh-2	ssDAF-12 act	MBD2 inh
O=C(Nc1nnc(SCc2c(Cl)cccc2Cl)s1)C1CC(=O)N(c2ccc3c(c2)OCCO3)C1 (stereo not given)	-8.2	-2.2	-3.2	-7.9	-6.3	-4.0	-4.4	-1.0	-1.9	-2.6	5.5
CCN(CC)CCCN=Cc1c(O)n(-c2c(C)cccc2C)c(=O)c2ccccc12	-0.3	-42.2	-38.4	-59.6	5.4	-2.0	-1.8	·	-0.2	-1.2	1.8
C=CCn1c(SCC(=O)Nc2ccc3c(c2)OCO3)nnc1-c1ccccc1	0.2	0.5	-0.7	1.8	1.2	-2.1	-1.3	0.1	-1.6	-1.3	-2.8
Cc1c(CCOC(=O)C23CC4CC(CC(C)(C4)C2)C3)sc[n+]1Cc1ccccc1	-0.5	-1.1	2.1	-1.3	0.0	-1.5	-3.0	-0.8	-1.1	-1.1	3.2
O=C(/C=C/c1ccc(-c2ccccc2[N+](=O)[O-])o1)c1ccc(Br)cc1	0.9	-4.2	-10.6	-13.8	-3.3	0.3	4.5	-1.5	-1.2	-0.9	-0.4
CC1(C(=O)Nc2ccc3c(c2)OCO3)Cc2c(-c3ccc4c(c3)OCO4)ccnc2O1 (stereo not given)	-0.8	-1.9	0.3	2.0	-0.4	0.9	-1.4	·	-0.9	-0.8	-6.3
CCCCC[C@H](C)N1C[C@H](COCc2ccccc2)Oc2cc(N3CC[C@H](O)C3)ccc2S1(=O)=O	-0.1	6.6	1.4	-1.5	8.8	-0.7	-3.3	·	-0.7	-0.5	2.2
CC(C)(C)OC(=O)Nc1ccc([C@H](NC(=O)OC(C)(C)C)C(=O)OC(C)(C)C)cc1	0.2	-0.2	0.4	2.2	3.8	-1.0	0.6	0.0	2.1	-1.1	-6.8
CC(C)=CCC[C@H](C)C[C@@H]1CC2=C(C(=O)OC(C)(C)O2)[C@@H](c2ccc(F)cc2)O1	0.6	-2.1	1.3	1.2	0.2	0.6	-4.9	·	-1.3	-0.8	3.6
CCOC(=O)c1c(NC(=O)CSc2nnnn2-c2ccc(OC)cc2)sc(C)c1C	-2.6	-6.1	2.2	0.1	0.3	0.8	-2.3	0.4	0.3	-0.8	-1.1
Clc1ccccc1CSc1nnc(-c2ccccn2)n1Cc1ccco1	-2.9	8.0	11.8*	0.6	1.2	-2.8	-5.3	-1.0	-1.0	-1.9	-1.1
CCN(CC)C(=O)COC(=O)c1ccc(O)cc1	0.6	1.0	5.4	4.0	3.6	-0.2	-0.3	0.0	-0.9	-0.7	-6.4
CCCc1cc(N2CCCC2)n2nc(C)c(-c3ccccc3)c2n1	0.7	-8.3	-37.3	-49.1	-3.4	-0.5	0.9	0.8	0.0	-0.2	1.7
C[C@H]1COc2cccc(N3CCC[C@@H]3CO)c2S(=O)(=O)N1	0.3	3.5	7.5	-1.8	-0.4	-0.4	-3.3	·	3.3	-1.2	-10.0
O=C(NCCc1ccccn1)c1cncc(Br)c1	1.4	-3.1	0.1	-6.2	-0.6	2.1	-2.1	-1.2	1.1	-0.6	0.1
Cc1noc(C)c1C(=O)OCC(=O)Nc1cc(Cl)ccc1Oc1ccccc1	-1.3	8.3	5.3	4.9	0.9	-2.2	0.0	0.5	-0.6	-1.6	-4.2
Cc1cccc(C2c3[nH]c4ccccc4c3CCN2C(=O)c2nn(C)c(=O)c3ccccc23)n1 (stereo not given)	-0.3	0.9	-2.2	-1.7	0.8	3.6	-2.2	0.0	-0.6	-0.8	-2.4
CN(Cc1cn(C)nc1-c1cccc(Cl)c1)Cc1nccn1C	-1.6	-2.6	1.8	-5.5	-1.2	-1.4	-3.2	3.9	-0.2	-0.7	5.0
COc1ccccc1-c1noc(-c2cccs2)n1	19.3*	-1.2	3.0	-2.1	-2.2	8.7*	2.4	1.6	1.5	0.7	-0.7
Cn1c(=O)c2cc(NC(=O)Cc3ccccc3F)ccc2n1-c1ccc(C(C)(C)C)cc1	-1.8	-46.6	-158.8	-223.6	-7.9	-0.4	-2.6	·	-0.8	-1.3	1.3
NC(=S)N/N=C\c1ccc(-c2cccc(Cl)c2Cl)o1	3.9	-10.8	-5.9	-12.6	-1.6	3.4	1.0	0.2	-1.2	-0.9	0.7
COc1ccc(CC(=O)OCC(=O)c2ccc(OC)cc2)cc1	0.4	-4.0	-1.2	-3.3	-2.8	-1.2	-1.1	0.2	0.4	-1.2	-1.4
COc1ccc(NC(=O)N(C)C[C@H]2Oc3ccc(NC(=O)Cn4cnnn4)cc3C(=O)N([C@H](C)CO)C[C@@H]2C)cc1	1.0	-3.9	-1.5	0.0	-0.9	-1.5	0.2	0.6	0.2	-1.4	4.7
CCOc1ccc(NC(=O)[C@@H]2CCCN2C(=O)c2cccs2)cc1S(=O)(=O)N1CCCCC1	-1.6	-6.5	1.8	-8.3	-0.7	-1.6	-3.0	0.3	0.2	-1.5	-7.7
COc1cc(NS(=O)(=O)c2ccc(NC(=O)CN3C(=O)c4ccccc4C3=O)cc2)nc(OC)n1	1.7	-1.5	12.0*	4.5	-2.3	-0.8	-1.2	0.4	0.0	-1.1	0.1
(continued)
SMILES	hgDAF12 agonist	ADAM17 inh	PLCg1 inh	PLCb3 inh	NR1D1 modulator	hcDAF12 agonist	SMARCA2 act	DAX1 inh-1	DAX1 inh-2	ssDAF-12 act	MBD2 inh
Cc1ccc2c(nc3s/c(=C\c4ccc(-c5ccccc5C(=O)O)o4)c(=O)n32)c1C	-2.7	-6.0	-14.6	-27.6	-3.0	0.1	1.6	-1.2	0.0	0.8	14.8*
COc1ccc(-n2nc3c(N)n[nH]c3cc2=O)cc1	3.9	7.6	-4.5	-8.8	1.1	0.1	-1.7	0.8	0.0	0.3	-18.2
CN(C)[C@@H]1CCN(c2cccc3c2S(=O)(=O)N2CC[C@H](C2)O3)C1	-0.2	-4.3	2.8	1.6	-4.2	0.1	0.3	·	-0.2	-0.7	-2.3
COc1ccc(CC(=O)NC2CCCc3ccccc32)cc1 (stereo not given)	-0.4	-2.3	0.1	-5.7	3.8	-1.7	-0.9	0.9	0.4	-1.3	-0.7
CCOC(=O)C1(Cc2ccc(OC)cc2)CCN(C(=O)c2cccc3nccnc23)CC1	-1.2	-5.5	-0.4	2.9	1.7	-0.7	-2.6	3.1	0.2	-1.0	3.9
Cc1cccn2cc(COc3ccc(-c4ccccc4)cc3)nc12	-1.5	7.8	-1.8	-7.7	-0.2	-1.7	0.7	-2.0	-0.1	-1.2	-2.1
Cc1ccn2cc(-c3cccc(NC(=O)CCC(=O)O)c3)nc2c1	7.2	-59.7	-14.3	-23.3	0.1	1.6	0.9	-1.5	1.3	-1.1	-2.8
COc1ccc(/C=C(/NC(=O)c2ccccc2)C(=O)NCc2ccco2)cc1	0.7	3.4	3.1	-5.7	-2.0	0.7	1.6	-0.2	0.2	-1.0	-0.3
Cc1ccc(CCNS(=O)(=O)c2cc3c(cc2C)NC(=O)CO3)cc1	0.5	-2.6	4.5	-1.1	0.4	-0.3	-3.5	0.1	-1.8	-1.2	3.3
CC1CN(C(=S)Nc2ccccc2)CC(C)O1 (stereo not given)	-1.0	-3.2	0.1	-4.9	-1.7	-0.5	0.2	0.3	-0.3	-2.0	-3.1
CCOC(=O)N1CCN(C(=O)CCN2C(=O)COc3ccccc32)CC1	-1.9	-3.0	-0.4	1.6	-5.9	-0.9	-0.7	1.5	0.5	-1.2	-0.4
O=C(/C=C/[C@H]1O[C@@H](n2cnc3c(NC(=O)c4ccccc4)ncnc32)[C@H](O)[C@@H]1O)NCc1cccs1	-1.3	6.2	6.5	1.9	-1.1	-1.6	0.7	·	0.7	-0.4	-6.3
Cc1ccc(NC(=O)CSc2nc(N)cc(=O)[nH]2)cc1S(=O)(=O)N1CCOCC1	0.5	-2.1	-2.4	-6.5	-2.1	-1.2	0.4	2.6	-0.5	-1.3	-0.9
Cc1ccc(S(=O)(=O)N2CCN(C(=O)/C=C/c3ccco3)CC2)cc1	-1.6	-1.8	-1.6	-7.7	-3.5	-1.3	2.2	-0.5	-0.4	-1.9	1.0
O=C1CC(N2CCC(c3nc4ccccc4s3)CC2)C(=O)N1 (stereo not given)	0.2	-6.0	-1.6	2.0	3.1	2.9	-2.7	-0.1	-0.1	-0.7	-4.8
COc1ccc(/C=N/n2c(-c3cc(C)[nH]n3)n[nH]c2=S)cc1	-1.4	0.7	-1.1	-5.0	1.6	-1.1	-1.7	-2.5	0.5	-2.0	-0.9
CCCc1c(C(=O)N/N=C/C(C)=C/c2ccccc2)nnn1-c1nonc1N	1.1	-1.3	1.8	-4.6	-4.3	1.4	0.2	-0.1	0.0	-0.8	1.0
Cc1ccc(C(=O)NC(=S)NCC2CCCO2)cc1 (stereo not given)	4.2	-4.1	1.8	2.1	-1.0	0.4	4.4	2.1	2.0	-0.3	1.0
CC(=O)Nc1ccc(-c2csc(Nc3ccc(Cl)cn3)n2)cc1	-3.1	-7.7	-7.2	-16.8	2.6	-3.3	-4.3	-2.6	-2.5	-2.1	-2.8
Cc1nc(SCc2nc3cc(Cl)c(F)cc3[nH]2)c2oc3ccccc3c2n1	-0.8	-5.0	-7.4	-12.2	7.1	-1.0	0.2	-0.6	-0.1	-1.4	4.4
CCOC(=O)C(Sc1nn(C)c(=S)s1)C(C)=O (stereo not given)	-0.7	3.5	3.0	10.9*	-1.2	-1.9	-1.1	-1.1	0.3	0.1	-0.9
CCCn1nnc(NC(=O)c2cccc(OCC)c2)n1	7.9	-2.3	4.2	3.1	-6.8	-0.5	4.5	1.5	0.9	-1.2	-1.9

Reformatted with bars between the fields: entries from further up
Compound | hgDAF12 agonist | ADAM17 inh | PLCg1 inh | PLCb3 inh | NR1D1 modulator | hcDAF12 agonist | SMARCA2 act | DAX1 inh-1 | DAX1 inh-2 | ssDAF-12 act | MBD2 inh
Cc1ccc(S(=O)(=O)N2CCN(C(=O)/C=C/c3ccco3)CC2)cc1 | -1.6 | -1.8 | -1.6 | -7.7 | -3.5 | -1.3 | 2.2 | -0.5 | -0.4 | -1.9 | 1.0
CN(C)[C@@H]1CCN(c2cccc3c2S(=O)(=O)N2CC[C@H](C2)O3)C1 | -0.2 | -4.3 | 2.8 | 1.6 | -4.2 | 0.1 | 0.3 | · | -0.2 | -0.7 | -2.3
COc1ccc(-n2nc3c(N)n[nH]c3cc2=O)cc1 | 3.9 | 7.6 | -4.5 | -8.8 | 1.1 | 0.1 | -1.7 | 0.8 | 0.0 | 0.3 | -18.2
